Bioassay records (PubChem BioAssay)
SENP1 inh: human SENP1 catalytic domain inhibitors, primary screen, biochemical, FRET, uHTS; Sentrin-specific protease 1 (Homo sapiens), Q9P0U3; recombinant SENP1 catalytic domain, CyPet-SUMO1-YPet FRET cleavage; inhibition, % at 10 µM; 360,000 compounds, 0.21% hits; AID 624204, 2012;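 active means inhibition at least 30% at 10 µM, raw YFP signal under a set limit, fluorescence ratio 0.5 to 1.5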;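 further: 0% = enzyme with DMSO and 100% = no enzyme wells; some results filed as inactive read as strong as hits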
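Test system: recombinant human SENP1 catalytic domain, His6-tagged / Medium: pH 8 Tris buffer with EDTA, NaCl, BME, BSA, NP40, catalase / Also added: SUMO1 FRET substrate flanked by Cypet and Ypet, 25 nM / Times: 50 min reaction at room temperature / Signal: FRET, CFP and YFP emission / Control set: no-enzyme low control and enzyme-plus-DMSO high control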
SENP8 block-1: human SENP8 protease inhibitors, primary screen, biochemical, fluorescence, Nedd8 protein substrate, uHTS; 360,000 compounds, 0.64% hits; Sentrin-specific protease 8 (Homo sapiens), Q96LD8; recombinant SENP8; inhibition, % at 20 µM; AID 602440, 2012; in the data active means inhibition mostly above about 40%, no sharp cut-off; inactive means mostly below about 27%
HKDC1 inh: HKDC1 hexokinase inhibitors, primary screen, biochemical, fluorescence, uHTS; Q2TB90; recombinant HKDC1, G6PDH/diaphorase resazurin coupled fluorescence; inhibition, % at 20 µM; 340,000 compounds, 0.16% hits;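 active means inhibition above about 35% when tested at 20 µM, limit read from the data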;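 further: plate controls were DMSO wells with enzyme for no effect and DMSO wells lacking enzyme for full effect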
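Material – in-house recombinant HK5 (HKDC1) enzyme · Quantity – HKDC1 at 5 µg/mL · Buffer or medium – pH 8.0 Tris buffer with 10 mM MgCl2 · Reagent – glucose with 1 mM ATP · Dosing – single 20 µM dose · Times – reaction time 90 min, room temperature, protected from light · Technique – resorufin fluorescence at 613 nm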
Apaf1 inhib: inhibitors of human Apaf-1 apoptosome, primary screen, biochemical, DEVD-Rh110 fluorescence, uHTS; reconstituted apoptosome caspase-3 activity; 330,000 compounds, 0.71% hits; Apoptotic protease-activating factor 1 (Homo sapiens), O14727; AID 489030, 2010; inhibition, % at 20 µM; active means inhibition of at least 40% at 20 µM;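 further: plate controls were DMSO wells for no effect and DEVD-CHO caspase inhibitor wells for full effect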
Target sequence (O14727 whole entry, looked up): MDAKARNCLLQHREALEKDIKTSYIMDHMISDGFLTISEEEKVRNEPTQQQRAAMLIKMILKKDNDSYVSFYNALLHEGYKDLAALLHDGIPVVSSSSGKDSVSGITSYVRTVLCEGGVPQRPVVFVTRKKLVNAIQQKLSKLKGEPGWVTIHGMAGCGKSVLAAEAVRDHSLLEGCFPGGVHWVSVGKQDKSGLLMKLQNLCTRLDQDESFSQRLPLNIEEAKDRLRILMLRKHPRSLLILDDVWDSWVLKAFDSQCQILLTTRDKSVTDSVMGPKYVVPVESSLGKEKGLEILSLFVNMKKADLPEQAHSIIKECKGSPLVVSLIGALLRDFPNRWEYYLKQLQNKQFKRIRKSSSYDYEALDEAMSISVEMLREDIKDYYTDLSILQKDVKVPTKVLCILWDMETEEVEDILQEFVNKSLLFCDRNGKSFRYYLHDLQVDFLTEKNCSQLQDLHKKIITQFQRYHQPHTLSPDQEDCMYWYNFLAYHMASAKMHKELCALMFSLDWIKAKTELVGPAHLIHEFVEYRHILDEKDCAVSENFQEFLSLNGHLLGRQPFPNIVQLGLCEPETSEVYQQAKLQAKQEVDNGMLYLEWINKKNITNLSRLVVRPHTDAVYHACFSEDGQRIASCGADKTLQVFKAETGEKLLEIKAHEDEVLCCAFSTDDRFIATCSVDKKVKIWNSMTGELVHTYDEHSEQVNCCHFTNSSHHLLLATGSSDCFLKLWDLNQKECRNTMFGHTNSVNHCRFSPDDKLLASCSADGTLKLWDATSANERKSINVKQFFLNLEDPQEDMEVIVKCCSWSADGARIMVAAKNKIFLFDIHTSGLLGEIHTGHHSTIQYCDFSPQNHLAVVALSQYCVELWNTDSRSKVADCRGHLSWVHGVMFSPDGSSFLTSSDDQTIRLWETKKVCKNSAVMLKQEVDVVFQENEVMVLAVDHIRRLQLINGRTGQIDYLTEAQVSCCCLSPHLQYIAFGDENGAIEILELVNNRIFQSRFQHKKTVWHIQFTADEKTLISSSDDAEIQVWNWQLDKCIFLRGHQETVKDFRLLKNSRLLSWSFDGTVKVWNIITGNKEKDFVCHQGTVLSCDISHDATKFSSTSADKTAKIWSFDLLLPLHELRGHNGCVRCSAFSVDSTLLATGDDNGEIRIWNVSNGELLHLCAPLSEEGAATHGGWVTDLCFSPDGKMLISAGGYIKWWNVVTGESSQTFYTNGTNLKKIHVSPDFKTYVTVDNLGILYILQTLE
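Medium: Hepes buffer, pH 7.5 / System: biochemical Apaf-1 apoptosome reconstitution / Measured by: Rh110 fluorescence, excitation 480 nm, emission 540 nm / Times: compound with Apaf-1, dATP, procaspase-3 30 min, then 50 min reaction, room temperature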
SENP6 inh: SENP6 protease inhibitors, primary screen, biochemical, luminescence, uHTS; Sentrin-specific protease 6 (Homo sapiens), Q9GZR1; Recombinant SENP6 catalytic domain, aminoluciferin luminescence; inhibition, % at 10 µM; 330,000 compounds, 1.8% hits;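 active means inhibition above about 50% at the single tested dose, limit read from the data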;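 further: plate controls were DMSO wells with enzyme for no effect and DMSO wells lacking enzyme for full effect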
SENP7 inh: SENP7 protease inhibitors, primary screen, biochemical, luminescence, uHTS. Sentrin-specific protease 7 (Homo sapiens), Q9BQF6. recombinant SENP7, Z-RLRGG-aminoluciferin luminescence, 40 min. inhibition, % at 5 µM. 330,000 compounds, 1.5% hits. AID 434973, 2010;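 active means inhibition above about 50% at the single test dose, limit read from the data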;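 further: plate controls were DMSO with enzyme for no effect and no enzyme buffer wells for full effect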
PfGluPho inh: PfG6PD enzyme inhibitors, primary screen, biochemical, fluorescence intensity, uHTS; 350,000 compounds, 0.78% hits; glucose-6-phosphate dehydrogenase-6-phosphogluconolactonase (Plasmodium falciparum 3D7); PfGluPho enzyme, NADPH resazurin-diaphorase fluorescence; inhibition, % at 20 µM;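 active means inhibition reaching at least a set limit at 20 µM in the primary screen, cut at about 59% in these data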;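 further: 0% = DMSO wells with substrate and 100% = DMSO wells lacking glucose-6-phosphate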
SENP8 block-2: SENP8 protease inhibitors, primary screen, biochemical, luminescence; Sentrin-specific protease 8 (Homo sapiens), Q96LD8; purified SENP8, Z-RLRGG-aminoluciferin cleavage; inhibition, % at 10 µM; 330,000 compounds, 1.2% hits; AID 2540, 2010; in the data active means inhibition above about 50%
An asterisk follows results filed as active; . = not tested or not shown.

canonical_smiles	SENP1 inh	SENP8 block-1	HKDC1 inh	Apaf1 inhib	SENP6 inh	SENP7 inh	PfGluPho inh	SENP8 block-2
O=C(COc1ccc(Cl)cc1Cl)NN1C(=O)/C(=C\c2ccc(Cl)cc2)SC1=S	5	18	0	8	-11	-3	-21	-5
Cc1ccc(S(=O)(=O)N2CCC(C(=O)N3CCCC(C(F)(F)F)C3)CC2)cc1C (stereo not drawn)	1	6	0	10	-14	6	-14	-13
COc1cc(S(=O)(=O)NC2CCCCC2C)ccc1F (stereo not drawn)	3	16	-3	12	3	-1	-2	10
CN1CCN(CCCNC(=O)c2cn(C)c3ccc(S(=O)(=O)N(C)C)cc3c2=O)CC1	0	6	-6	6	5	-3	16	-4
CN(C)/C=C1/OC(=O)C(C#N)=C1c1ccc(Cl)cc1	-102	-18	-2	1	-19	-6	-1	0
C[C@@H](C(=O)N1CCN(Cc2ccc3c(c2)OCO3)CC1)n1nnc2ccccc2c1=O	0	5	4	-1	-3	2	13	-1
COc1cccc(Nc2nnc(SCC(=O)N3CC(C)OC(C)C3)s2)c1 (stereo not drawn)	-1	11	-7	-16	-26	3	5	-4
CC(C)(C)OC(=O)N[C@@H](Cc1c[nH]c2ccccc12)c1nnc(SCC(N)=O)o1	-1	22	-7	-6	6	4	21	10
O=C(NCCCCCNC(=O)c1cccnc1)c1cccnc1	3	22	-5	-4	-8	4	4	0
CC(=O)N(C(C)=O)c1c(N2CCCC2)c2ccccc2oc1=O	-2	2	1	-16	2	-4	-4	7
Cc1cc(-n2c(C)cc(C(=O)CSc3nnnn3-c3ccccc3)c2C)no1	1	31	-8	-9	5	-1	12	4
Cc1cc(CNC(=O)c2cccc3c2C(=O)c2ccc(-c4ccc(F)cc4OCc4ccccc4)cc2S3(=O)=O)c(C(F)(F)F)o1	4	-18	3	10	11	-5	-1	8
Cc1cc(Cl)cc(Cl)c1OCC(=O)NCc1ccco1	-8	7	1	15	3	12	16	9
CC(C)(CO)NC(=O)C12CC3CC(CC(Br)(C3)C1)C2	0	5	3	-12	-4	-7	-7	-3
N=c1c2ccccc2nnn1-c1ccccc1[N+](=O)[O-]	1	26	-7	.	.	.	-2	.
CCCCCCOC(=O)NCC(O)c1ccccc1 (stereo not drawn)	0	6	-3	0	15	-3	-7	-14
CCn1c(SCC(=O)c2ccc3c(c2)Cc2ccccc2-3)nnc1-c1ccc(N)cc1	2	3	-6	34	-6	-7	0	-1
O=c1ccnc(SCCc2ccc([N+](=O)[O-])cc2)[nH]1	3	6	2	-18	-8	7	-5	-4
N/C(=N\OC(=O)CCC1CCCC1)c1ccncc1	4	3	3	2	-1	2	0	-1
O=C(O)CC1S/C(=N\N=C2\C(=O)Nc3ccccc32)N(c2ccc(O)cc2)C1=O (stereo not drawn)	3	30	4	1	6	1	-8	5

Retrieved by structure from the list above (3):
canonical_smiles	SENP1 inh	SENP8 block-1	HKDC1 inh	Apaf1 inhib	SENP6 inh	SENP7 inh	PfGluPho inh	SENP8 block-2
Cc1cc(Cl)cc(Cl)c1OCC(=O)NCc1ccco1	-8	7	1	15	3	12	16	9
CCn1c(SCC(=O)c2ccc3c(c2)Cc2ccccc2-3)nnc1-c1ccc(N)cc1	2	3	-6	34	-6	-7	0	-1
CC(C)(CO)NC(=O)C12CC3CC(CC(Br)(C3)C1)C2	0	5	3	-12	-4	-7	-7	-3

Next section
canonical_smiles	SENP1 inh	SENP8 block-1	HKDC1 inh	Apaf1 inhib	SENP6 inh	SENP7 inh	PfGluPho inh	SENP8 block-2
Cc1nc2c(C(=O)N3CCN(c4ccccn4)CC3)cnn2c(C)c1Cc1cccc(Cl)c1	4	-40	15	24	-6	-6	7	4
CC(=O)N(c1ccc(C)cc1)C1C=CS(=O)(=O)C1 (stereo not drawn)	-1	2	-2	-9	10	-6	-7	8
Cc1csc(SCc2nc3scc(-c4ccccc4)c3c(=O)[nH]2)n1	2	19	-3	12	-14	-11	-4	-14
O=C(COC(=O)CCOc1ccccc1)Nc1ccc(Cl)cn1	-6	8	-6	-10	-1	-4	-9	-9
Cc1ccc(NC(=O)C2CC2c2ccccc2)c([N+](=O)[O-])c1 (stereo not drawn)	-11	-2	6	9	3	-3	20	-3
COc1ccccc1Cn1c(CO)nc2ccccc21	-1	4	-8	-27	-8	4	-11	5
Cc1cc(Oc2ccc(N)cn2)cc(C)c1Cl	1	-39	-3	-2	-5	14	1	3
CC1S/C(=N/N=C/c2cccc([N+](=O)[O-])c2)NC1=O (stereo not drawn)	-1	14	-1	4	-30	-1	12	3
CCN1CCN(c2oc(COc3ccc(-c4ccccc4)cc3)nc2C#N)CC1	2	29	-3	21	-9	-4	1	-10
Nc1ncnc(Nc2c(F)cccc2F)n1	3	10	0	-8	-22	4	-3	6
c1ccc2c(c1)ncn2CCCOc1ccc2c(c1)CCC2	4	7	0	9	-10	-8	13	-13
CC(C)c1c(C(=O)N/N=C/c2ccncc2)nnn1-c1nonc1N	1	9	-1	-2	-14	8	2	-1
COC(=O)c1cc(S(=O)(=O)Nc2cc(OC)cc(OC)c2)cn1C	1	13	-1	3	-8	0	-2	-4
COc1cccc2sc(NC(=O)c3ccc(S(=O)(=O)N4CCOCC4)cc3)nc12	2	-24	-5	-4	-4	26	3	3
COc1ccc(N(C)C(=O)c2cc3c(Cl)nc4ccccc4c3s2)cc1	0	31	16	21	-9	1	-7	-6
O=S1(=O)CC(NCc2ccccc2)C(Nc2ccccc2)C1 (stereo not drawn)	-2	13	-4	-21	-14	7	-14	-2
CCOc1ccc(C2=CSC3=NCCN23)cc1Cl	-1	4	-11	13	-11	-14	18	-16
COc1ccc(Nc2nc(-c3ccccc3)c(C(=O)Nc3cccnc3)s2)cc1	-16	-315	-6	19	-44	-7	65*	-7
COC(=O)[C@H](CC(C)C)NC(=O)N1CCC(C)CC1	0	10	-7	1	-20	5	-1	-4
Cc1cccc(N2CCN(C(=S)Nc3ccc4nc(N5CCN(C)CC5)cc(C)c4c3)CC2)c1C	-18	-262	-10	.	.	.	1	.
O=C(NC1CCCCC1)C1CCCN1C(=O)NCc1ccccc1 (stereo not drawn)	1	4	-2	5	4	-8	-4	-6
CCc1ccccc1NNC(=O)c1snnc1C	3	20	-4	-2	-26	7	7	-10
CC(=O)NC(C)c1ccc(C(=O)CSc2nnc(C3CC3)n2C2CC2)cc1 (stereo not drawn)	2	13	0	-8	-4	-10	8	4
CC(OC(=O)c1ccccc1C(=O)O)c1ccccc1 (stereo not drawn)	3	20	-6	.	.	.	-4	.
COc1ccc(S(=O)(=O)N2CCN(C(=O)c3ccc(=O)[nH]n3)CC2)cc1OC	2	8	-7	2	-14	-3	-2	-6
NCCCC[C@@H](C(=O)NCCCCCCCCCCC(=O)N1CCNCC1)n1cc(CCCC(=O)O)nn1	1	-2	-1	2	-5	1	15	4
CCCc1ccc(C(=O)O/N=C(\N)c2ccccn2)cc1	0	19	-8	-4	100*	100*	5	97*
Cc1cc(OC(=O)c2ccc(C(C)(C)C)cc2)c([N+](=O)[O-])c(=O)[nH]1	2	10	-4	-7	-10	-12	16	-4
COc1ccc(N2CCN(C(=O)CSc3nnc4c(C)cc5cc(C)ccc5n34)CC2)cc1	2	3	21	30	12	-10	38	-6
CC(C)(C)c1ccc(OCC(=O)NNC(=O)CCc2ccccc2)cc1	2	23	4	11	14	-3	-5	2
Cc1ccccc1NC(=S)NC(C)CCc1ccccc1 (stereo not drawn)	0	5	-7	6	0	4	-21	1
CN(C(=O)COC(=O)Cn1c(C(F)(F)F)nc2ccccc21)c1c(N)n(Cc2ccccc2)c(=O)[nH]c1=O	-1	6	2	3	0	-6	-5	-7
O=C(OCC(=O)N1CCCCC1)c1cccs1	0	-8	-6	-5	9	-7	-1	0
CC(C)CCN1CCN(CC#Cc2ccccc2)CC1CCO (stereo not drawn)	1	11	-10	4	8	10	-9	4
Cc1cc(NC(=O)CCc2ccccc2)c([N+](=O)[O-])cc1C	4	18	12	8	5	8	-1	-4
CCCCc1c(O)nc2ccccn2c1=O	-1	-36	-24	-12	-13	4	-3	-7
COc1ccccc1NC(=O)N1CCCC1C(=O)Nc1ccc2c(c1)OCCO2 (stereo not drawn)	-1	-4	-11	-9	2	-5	-10	-14
CCn1c(=O)cc(OCC(=O)NCCCN2CCCC2=O)c2ccccc21	7	0	3	6	-2	3	6	6
Cc1cnc(-c2nnc(N(C)C(=O)C3CCOC3)s2)cn1 (stereo not drawn)	0	-322	-2	9	-1	6	-2	1
CCN(c1cccc(C)c1)S(=O)(=O)c1ccc2c(c1)NC(=O)CCS2	3	3	-2	6	-21	8	-6	-10
COC(=O)N/N=C1\CCCc2ccccc21	0	8	-9	-1	0	-7	7	3
COc1ccc(N2CCN(C(=O)c3ccc4nc(N5CCCCC5)sc4c3)CC2)cc1	-1	-3	-3	4	-5	5	22	7
CC(C)OC(=O)CSc1nnc(-c2ccc(O)cc2)n1Cc1ccccc1	2	2	-3	11	-19	-5	-4	-8
